# Source: PubChem BioAssay
# TAG inh: reduces triacylglycerol accumulation in H9c2 cells | Nile Red lipid (TAG) fluorescence; cells loaded with 200 µM oleic acid | inhibition, % at 12.5 µM | actives 0.66% (n = 230,000);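 active means pattern-corrected inhibition of lipid staining of at least 50% with the nuclear-stain viability signal not falling by more than 50%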;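 further: 0% = DMSO wells and 100% = triacsin C control wells; some results filed as inactive read as strong as hits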
# TAG inh DAPI viability: further read-out of TAG inh, marked with its call; DAPI nuclei signal change (viability), lower = more cytotoxic, %;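 whole-well DAPI fluorescence read on a plate reader as a viability signal; minus 50 percent equals half of cells still viable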
# An asterisk follows results filed as active. The list is partial; count on the stated rates, not on these rows.
SMILES,TAG inh,TAG inh DAPI viability
COc1ccc(NC(=O)Nc2ccc3c(c2)C(=O)N([C@@H](C)CO)C[C@@H](C)[C@@H](CN(C)CC2CCCCC2)O3)cc1,40,5
CCOC(=O)c1c(C=O)c(C)n(Cc2ccccc2Cl)c1C,8,-1
CNC(=S)Nc1ccc(OCc2ccccc2)cc1,-23,-2
CC(=O)c1cccc(NC(=O)CN2CCN(S(=O)(=O)/C=C/c3ccccc3)CC2)c1,7,-2
O=C(CCc1nc2sc3c(c2c(=O)[nH]1)CCCC3)NCCc1ccc(Cl)cc1,-21,-4
Cc1ccc(NC(=S)NCC2CCCO2)cc1 (stereo not drawn),1,1
CCC(c1nnnn1CCc1ccccc1)N1CCN(C(=O)c2ccco2)CC1 (stereo not drawn),9,-14
O=C(CN1CCCCC1)c1c[nH]c2ccccc12,10,-7
Cc1ccc(C(=O)NCCCn2ccnc2)cc1[N+](=O)[O-],-5,3
CCC(C)c1ccc(S(=O)(=O)N2CCN(C(=O)COc3ccc4c(C)cc(=O)oc4c3)CC2)cc1 (stereo not drawn),-4,5
Cc1ccc(C(=O)OCC(=O)Nc2cc(S(=O)(=O)N3CCOCC3)ccc2C)cc1,4,9
O=C1NC(c2ccc(Cl)cc2Cl)Oc2ccccc21 (stereo not drawn),7,-7
CCOC(=O)CNC(=O)N1CCc2ccc(NC(=O)c3ccccc3OC)cc2C1,33,-20
CC1CN(C(=O)c2cccc(S(=O)(=O)Nc3cc(Cl)ccc3Cl)c2)CC(C)O1 (stereo not drawn),1,13
Cc1ccc(C)c(N(CC(=O)NC(C)(C)C)C(=O)CNC(=O)c2cccs2)c1,-18,2
CCCc1cc(=O)n2[nH]c(C)c(-c3ccccc3OC)c2n1,-9,8
CN(C(=O)CSc1nnc(COc2ccccc2F)n1N)C1CCS(=O)(=O)C1 (stereo not drawn),-7,7
CCS(=O)(=O)N1Cc2ccccc2CC1C(=O)Nc1ccc(F)cc1 (stereo not drawn),-3,-3
COc1ccc(C(=O)Nc2cccc3nc(C)ccc23)c(OC)c1,-9,9
Cc1cnc(C(=O)OCC(=O)Nc2ccc(C)c(S(=O)(=O)N3CCCCCC3)c2)cn1,-6,4
Cc1ccc(S(=O)(=O)N(C)C[C@@H]2OCc3cnnn3CCCC(=O)N([C@H](C)CO)C[C@H]2C)cc1,8,-4
O=C(Nc1ccc(Cl)cc1)Nc1ccc2c(c1)N1CCN=C1S2,5,12
CCc1ccc2nc(SCC(=O)N(CC)CC)c(C#N)cc2c1,-15,5
Nc1nccnc1C(=O)OCC(=O)NCCc1ccc(S(N)(=O)=O)cc1,-7,-4
C#CCOCCOCCOCCNc1nc(N2CCN(C(=O)[C@H](CO)n3cc([C@@H](N)C(C)C)nn3)CC2)nc(N2CCN(C(=O)[C@H](CO)n3cc([C@@H](N)C(C)C)nn3)CC2)n1,-6,5
CC1=NN(c2ccccc2C)C(=O)C1,12,2
O=C1c2ccccc2CN1CCNS(=O)(=O)c1ccc(Cl)cc1,-2,-6
O=C(O)CSc1cc(C(=O)c2ccccc2O)cn2c(=O)c3c(-c4ccccc4)csc3nc12,14,-8
CCOC(=O)c1oc2c(c1C)/C(=N/O)CCC2,16,-4
O=C(NCC1CCCO1)c1ccccc1NS(=O)(=O)c1cc([N+](=O)[O-])ccc1Cl (stereo not drawn),9,-9
COc1ccc(OCc2nnc(SCC(=O)NCC3CCCO3)n2N)cc1 (stereo not drawn),-3,-5
Cc1cc(C)c(S(=O)(=O)O)c(C)n1,-9,2
O=C(CCc1nnc(CCCCc2ccccc2)o1)NCc1cc(F)ccc1F,2,5
CCc1nnc(NC(=O)c2ccncc2)s1,6,-6
CCOC(=O)c1cc2cc(C)ccc2[nH]1,-22,15
CN(C)c1cc(O)c(C(=S)Nc2ccccc2)c(N(C)C)c1,-74,-7
CC(CN(C)Cc1ccccc1)OC(=O)c1ccc2c(c1)OCCO2 (stereo not drawn),-16,5
Cc1cc(C)c2c(n1)SCC(=O)N2CC(=O)Nc1cc(F)ccc1F,1,-11
Cc1ccc2nc(Cl)c(/C=N/NC(=O)CN3CCOCC3)cc2c1,-4,5
COc1ccc(N2CCN(C(=O)c3ccc(S(=O)(=O)NCc4ccco4)cc3)CC2)cc1,-2,-1
Cc1csc(NC(=O)CCc2c(C)nc3cc(-c4cccc(F)c4)nn3c2C)n1,-5,10
CC(Oc1ccc(F)cc1F)C(=O)NNC(=S)NCC1CCCO1 (stereo not drawn),3,2
Cc1ccc(/C=N/n2c(-c3ccccc3)n[nH]c2=S)cc1,-11,-7
CCn1cnc2c1c(=O)n(CC(=O)OC(C)C(N)=O)c(=O)n2Cc1ccccc1 (stereo not drawn),17,5
CNc1ccc(-c2ccccc2CO)cn1,5,-9
O=C(N1CCc2cc(S(=O)(=O)NC[C@H]3O[C@@H](n4ccc(=O)[nH]c4=O)[C@H](O)[C@@H]3O)ccc2C1)C(F)(F)F,-5,-5
CCCCCCCNC(=O)C1(CC2CC(c3cccc(Br)c3)=NO2)CCN(C(=O)c2cc(OCC)c(OCC)c(OCC)c2)CC1 (stereo not drawn),49,-2
O=c1[nH]cnc2sc3c(c12)CCC3,-3,4
Oc1c(I)cc(I)c2cccnc12,-6,4
COc1ccc(OC)c(C(=O)COC(=O)CNC(=O)c2ccccc2)c1,5,-13
CCc1c(C)[nH]n(-c2nc(-c3ccccc3)cs2)c1=O,-4,-2
OCC1OC(n2cnc3c(/C=C(\O)c4ccccc4)ncnc32)C(O)C1O (stereo not drawn),7,-5
CN(C)c1ccc(C=c2c3ccccc3n3c2cc(-c2ccccc2)[n+]3C)cc1,4,-20
Cc1ccc(NC(=O)CN(C)CC(=O)Nc2ccccc2Oc2ccccc2)cc1,-8,-1
CC(=O)Nc1ccc(NC(=O)c2ccccc2N(C)S(=O)(=O)c2ccccc2)cc1,-2,-5
CCOC(=O)C/C(C)=N\Nc1nc(-c2ccccc2)cs1,-27,-8
CCCC(=O)Nc1c(O)c2ccccc2[nH]c1=O,14,-2
COCC(C)n1c(SCc2ccc(OC)c(F)c2)nc2ccccc2c1=O (stereo not drawn),-25,6
O=C(CCNC(=O)c1ccccc1)NCCCc1ccccc1,10,0
CC(=O)c1ccc(OCCCC(=O)Nc2ccc(C)c(S(=O)(=O)N3CCCCC3)c2)cc1,-4,-2

# Next part.
SMILES,TAG inh,TAG inh DAPI viability
Cc1c2cnn(CC(=O)N3CCOCC3)c(=O)c2c(C)n1Cc1ccc(F)cc1,-7,3
CN(C)c1ccc(/C=C/C(=O)c2c(O)c3ccccc3oc2=O)cc1,-5,9
CCOC(=O)C1=C(c2ccccc2)NC(=O)NC1c1ccsc1 (stereo not drawn),5,-5
CC(=O)c1ccc(NC(=O)NCc2ccc(F)cc2)cc1,-14,-2
CCCCc1c(O)nc(SCC(=O)NC(C)(C)C)n(-c2ccccc2C)c1=O,-12,-6
NC(=O)c1ncn([C@@H]2O[C@H](CNCc3cc(Cl)ccc3OCc3ccc(Cl)cc3)[C@@H](O)[C@H]2O)n1,-5,2
O=C(O)c1cccnc1SC1CC(=O)N(c2ccc(OC(F)F)cc2)C1=O (stereo not drawn),7,-5
Cc1ccsc1C(=O)N1CCC(N2CCC(C(=O)NCC3CCCO3)CC2)CC1 (stereo not drawn),7,2
O=C1CC(=O)OC(c2ccc([N+](=O)[O-])cc2)O1,4,4
Cc1noc(C)c1C(=O)N1CCCc2ccccc21,-1,10
Cc1ccc(CSCc2nc3ccccc3[nH]2)cc1,-10,4
C#CCOCCOCCOCCNc1nc(N2CCN(C(=O)[C@H](CCC(=O)O)n3cc(C(N)CC(C)C)nn3)CC2)nc(N2CCN(C(=O)[C@H](Cc3ccc(O)cc3)n3cc(C(N)CC(C)C)nn3)CC2)n1 (stereo partly drawn),4,1
Cc1c(NC(=O)C(C)Sc2nnc(-c3ccccc3)o2)c(=O)n(-c2ccccc2)n1C (stereo not drawn),21,-11
CCOc1cccc(-c2nc3cc(C)ccc3o2)c1,-21,4
COc1ccc(C2CC(c3cccs3)=NN2C(=O)CSc2nnc(N)s2)cc1OC (stereo not drawn),4,-6
COc1ccc(-c2nc(C#N)c(NCc3cccnc3)o2)cc1OC,3,1
Cc1ccnc(NC(=O)C2CCN(S(=O)(=O)c3ccc4ccccc4c3)CC2)c1,-15,-6
O=C(O)COc1ccccc1/C=N/NC(=O)CSc1nnc(-c2ccc(Cl)cc2)n1C1CCCCC1,2,3
N=C1/C(=C\c2coc3ccccc3c2=O)C(=O)N=C2SC(c3ccncc3)=NN12,-3,1
O=S(=O)(Nc1nc2ccccc2nc1N1CCN(c2ccccc2F)CC1)c1ccc(Cl)cc1,-11,2
O=C(NN1C(=O)C2CCCCC2C1=O)c1ccco1 (stereo not drawn),10,-3
O=C(COc1coc(CN2CCN(c3ccccc3F)CC2)cc1=O)N1CCc2ccccc21,-3,3
NNC(=O)COc1ccccc1F,6,0
O=C(Nc1cccnc1)C12CC3CC(CC(C3)C1)C2,33,-4
O=C(CN1C(=O)c2ccccc2C1=O)OCC(=O)c1ccc(F)cc1,4,4
Cc1c(C(=O)N2CCCCC2)nnn1-c1nonc1N,12,-1
CC(=O)Nc1nc2ccccc2n1Cc1ccccc1C,5,-17
CCC12CN3CCN(CC(C3)/C1=N\NC(=O)c1ccc(F)cc1)C2,21,-18
CCc1cccc2c3c([nH]c12)C(CC)(CC(=O)O)OCC3 (stereo not drawn),12,4
CCCCc1nc2ccccc2c(C(=O)O)c1C,9,7
CCc1ccc(OCC(=O)Nc2ccc(S(=O)(=O)Nc3cc(C)on3)cc2)c(Br)c1,7,-1
Cc1ccc(S(=O)(=O)NCC(=O)OCC(=O)NCCc2ccccc2)cc1,4,2
CCN(c1ccccc1)S(=O)(=O)c1ccc(C(=O)N2CC(C)CC(C)C2)cc1 (stereo not drawn),19,-1
Cc1cccc(CN2CCC(n3nccc3NC(=O)CCCc3ccccc3)CC2)n1,10,7
CCCc1cc(C(=O)NCc2cccnc2)no1,8,-5
CCCNC(=O)C1(C)CCCN(C(=O)c2ccc(F)c(Cl)c2)C1 (stereo not drawn),-14,7
CC1(c2ccccc2)NC(=O)N(CC(=O)Nc2nnc(C3CC3)s2)C1=O (stereo not drawn),13,8
CCOC(=O)c1cc(-c2cc3ccccc3o2)n[nH]1,-10,-4
Cc1cc(C)c2nc(C)cc(Nc3ccc(C(=O)N4CCOCC4)cc3)c2c1,0,-5
CN(CC(=O)C(C(N)=O)c1ccccc1)c1ccccc1 (stereo not drawn),8,-2
COc1ccc(CCNC(=O)[C@@H](NC(=O)c2ccccc2F)C(C)C)cc1OC,8,0
C[C@H]1CN([C@@H](C)CO)C(=O)c2cc(Br)cnc2O[C@@H]1CN(C)C(=O)c1ccncc1,8,6
O=C(CNc1cc(S(=O)(=O)N2CCOCC2)ccc1N1CCCC1)NCc1ccco1,-21,2
c1ccc(CNc2ccc(CNc3ncn[nH]3)cc2)cc1,22,-8
COc1ccc(C2=Nn3c(nnc3-c3ccco3)SC2)cc1OC,22,-14
N#Cc1cccc2cccc(S(=O)(=O)N3CCOCC3)c12,0,-2
COc1c(Cl)cc(C(=O)NN)cc1Cl,-8,4
COc1cc(C(=O)NCCc2ccc(F)cc2)ccc1OCC(=O)N1CCOCC1,2,8
Cn1cnnc1SCC(=O)c1ccc2c(c1)NC(=O)CO2,-2,-5
CCn1nnnc1SCC(=O)N1N=C(c2cccs2)CC1c1cccs1 (stereo not drawn),-11,3
O=C(OCC(=O)N1CCC(Cc2ccccc2)CC1)c1ccc[nH]c1=O,0,-3
CC(NC(=O)C(=O)NN=C1CCCCCCC1)c1ccccc1 (stereo not drawn),10,2
CCOc1ccc(-c2nnc(NC(=O)c3ccc(OCC(C)C)c(OC)c3)o2)cc1,13,-6
Cc1nc(SCc2ccc(Cl)cc2)ncc1C(=O)O,-2,1
CC(=O)c1c(C)[nH]c(C(=O)OCc2cc(=O)n3cc(Br)ccc3n2)c1C,5,0
COCCNC(=O)Cn1c(=O)n(Cc2ccco2)c(=O)c2ccccc21,9,-1
Cc1ccc(NC(=O)C2CC(=O)NC(N3CCCCC3)=N2)cc1Cl (stereo not drawn),26,-17
CCN(CC(=O)NCc1cccs1)C(=O)CCOc1ccccc1C,8,6
CCN(CC)S(=O)(=O)c1ccc(N2CCOCC2)c(NC(=O)c2ccc(NC(C)=O)cc2)c1,6,1
O=C(Cc1ccc(Cl)cc1)NN1C(=O)c2ccccc2C1=O,5,-3
